Bioassay records (PubChem BioAssay)
Glyco luc inh: N-linked glycosylation inhibition | reporter increase, % at 12.5 µM | 0.23% of 360,000 active | D54 ERlucT glycosylation luciferase reporter, 24 h; percent of 100 nM tunicamycin response;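 active means mean luciferase reporter signal, scaled so untreated is 0 and the glycosylation-blocking control 100, at or above a set limit in every replicate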;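 further: luciferase carries N-glycosylation sites so blocking glycosylation raises the light; 0% = median of neutral control wells and 100% = median of 100 nM tunicamycin wells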
Exocytosis inh: blocks lytic granule exocytosis | inhibition, % at 10 µM | 0.66% of 360,000 active | TALL-104 LAMP-1 surface exposure, flow cytometry; cells stimulated with thapsigargin and PMA | AID 651702;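 active means inhibition above about 55%, limit read from the data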
MC4R ag barr: agonists of human melanocortin 4 receptor (MC4R) beta-arrestin | P32245 | U2OS MC4R beta-arrestin complementation, luminescence; percent of melanotan II response, DMSO zero | activation, % at 8.9 µM | 0.98% of 360,000 active | AID 540308;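 active means activation above a per-plate cutoff, the mean activation of sample wells on that plate plus 3 SD, cut at about 8% in these data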
CaV13 FRET inh: Disruptors of the CACNA1D IQ motif to Ca2+-dependent inactivation inhibitor domain association, primary screening, Förster resonance energy transfer in intact living … | HEK cells, CFP/YFP FRET ICDI-IQ, plate reader, 10 min; percent FRET-ratio fall versus neutral wells | inhibition, % at 12.3 µM | 0.098% of 340,000 active;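 active means mean replicate inhibition of at least 30% and at least 1% of replicates passing that level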;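 further: 0% = median of the neutral control wells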
MC4R antag cAMP: blocks human MC4R cAMP signaling; P32245; MC4R-expressing cells, MTII-stimulated cAMP, LANCE TR-FRET; inhibition, % at 6.5 µM; 0.48% of 360,000 active;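 active means inhibition above its plate's cutoff, the mean of tested wells on that plate plus 3 SD, cut at about 29% in these data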;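 further: 0% = Melanotan II alone and 100% = Melanotan II plus saturating MCL0020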
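System: U2OS cells stably expressing human melanocortin 4 receptor (MC4R). Reagent: Melanotan II challenge after compound preincubation. Doses: 6.5 µM. Times: 30-min compound, 1-h challenge, 1-h detection, room temperature. Measured by: TR-FRET with Eu-cAMP and labeled anti-cAMP, 671 nm. Replicates: singlicate.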
ABHD5-PLIN5 inh: ABHD5-PLIN5 protein interaction inhibition. Q00G26+Q8WTS1. Split G. princeps luciferase complementation, luminescence, 4 h. inhibition, % at 4 µM. 0.78% of 360,000 active. AID 602281;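 active means inhibition above the mean inhibition across every tested compound plus 3 SD, cut at about 22% in these data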;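 further: 0% = DMSO only wells and the 100% control is not disclosed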
PDI inh: PDI (human) enzyme inhibition; inhibition, % at 10 µM; PDI insulin aggregation turbidity, A650, 90 min; 0.052% of 350,000 active; P07237;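 active means mean inhibition across replicates of 30% or more, whatever share of single replicates reach that level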;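 further: absorbance from insulin aggregation driven by PDI reduction with DTT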
Target sequence (P07237 whole entry, looked up): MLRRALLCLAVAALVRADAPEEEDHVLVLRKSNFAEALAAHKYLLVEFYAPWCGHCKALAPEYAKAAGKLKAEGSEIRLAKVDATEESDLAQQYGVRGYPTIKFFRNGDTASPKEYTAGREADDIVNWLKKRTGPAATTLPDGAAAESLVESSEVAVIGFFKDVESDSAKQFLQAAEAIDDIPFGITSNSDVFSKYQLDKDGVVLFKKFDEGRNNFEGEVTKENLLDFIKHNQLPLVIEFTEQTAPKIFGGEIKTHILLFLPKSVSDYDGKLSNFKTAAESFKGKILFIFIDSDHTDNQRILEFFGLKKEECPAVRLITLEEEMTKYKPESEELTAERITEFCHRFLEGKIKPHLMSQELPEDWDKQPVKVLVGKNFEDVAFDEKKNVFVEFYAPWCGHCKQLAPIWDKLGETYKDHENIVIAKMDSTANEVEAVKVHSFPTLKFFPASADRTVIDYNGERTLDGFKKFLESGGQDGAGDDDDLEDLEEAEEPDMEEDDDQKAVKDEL
H9c2 protect: myocardial damage modulation in H9c2 cells; H9c2 cardiomyocytes, H2O2 injury protection, ATPLite, 2 h; protection from H2O2 cell death, % at 20 µM; 0.63% of 360,000 active;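 active means compounds giving at least 50% protection of heart cells from peroxide-induced death in the single-dose screen, raw or plate-pattern-corrected value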;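 further: 0% = DMSO wells with peroxide and 100% = DMSO wells without peroxide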
ABCB6 inh MLPCN: blocks the human ABCB6 transporter. Q9NP58. K562-ABCB6 porphyrin accumulation, flow cytometry, 1 h; hits give low values. fluorescence ratio to DMSO, % at 10 µM. 0.19% of 360,000 active. AID 602162;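 active means fluorescence ratio to DMSO below 75%, the collection mean minus 3 SD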;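 further: signal is porphyrin accumulated inside mitochondria; 100% equals median channel fluorescence of DMSO control wells; lower ratio means ABCB6 inhibition with less porphyrin fluorescence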
m5-HT2A agonist: agonists of mouse serotonin 5-HT2A receptor (HTR2A). 0.66% of 360,000 active. P35363. CHO-K1 mHTR2A beta-arrestin complementation, luminescence; percent of 30 µM serotonin response. activation, % at 7.6 µM. AID 624169;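 active means activation above a run cutoff, the mean activation of all tested compounds plus 3 SD, cut at about 14% in these data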;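 further: 0% = plate median of compound wells and 100% = 30 µM serotonin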
Target sequence (P35363 whole entry, looked up): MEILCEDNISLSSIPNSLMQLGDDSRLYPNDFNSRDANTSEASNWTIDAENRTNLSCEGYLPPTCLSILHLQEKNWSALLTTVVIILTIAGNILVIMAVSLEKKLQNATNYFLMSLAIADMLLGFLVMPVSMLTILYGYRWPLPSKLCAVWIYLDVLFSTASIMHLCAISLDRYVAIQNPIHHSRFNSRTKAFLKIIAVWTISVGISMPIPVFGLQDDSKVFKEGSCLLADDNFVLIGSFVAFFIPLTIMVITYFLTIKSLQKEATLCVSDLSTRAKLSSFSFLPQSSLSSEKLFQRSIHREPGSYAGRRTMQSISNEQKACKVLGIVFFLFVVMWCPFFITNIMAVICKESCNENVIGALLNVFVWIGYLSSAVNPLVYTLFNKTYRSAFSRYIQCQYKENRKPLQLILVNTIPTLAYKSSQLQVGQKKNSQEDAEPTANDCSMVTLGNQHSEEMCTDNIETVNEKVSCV
Active calls of the source: *; / = no result given. An excerpt, so the mix of outcomes need not match the whole.

smiles,PDI inh,ABHD5-PLIN5 inh,CaV13 FRET inh,ABCB6 inh MLPCN,MC4R antag cAMP,H9c2 protect,Exocytosis inh,Glyco luc inh,MC4R ag barr,m5-HT2A agonist
COc1ccc(OCC(=O)N2CCN(Cc3ccc4c(c3)OCO4)CC2)cc1,0,-3,-7,97,5,-5,0,-1,0.8,9
CC(=O)Nc1ccc(S(=O)(=O)N2Cc3ccccc3-n3nncc3C2)cc1,1,-2,-4,103,14,-23,-2,0,0.1,0
O=C(c1ccc(Cl)cc1)C1CCCN(Cc2ccc3c(c2)OCCO3)C1 (configuration not stated),2,0,7,102,1,-2,-2,0,-2.6,-4
O=C1NC(=O)N(Cc2ccco2)C(=O)/C1=C/C=C/c1ccco1,-2,46*,-5,98,3,-3,9,36*,0.1,2
CCOc1cc(CNCCc2c[nH]c3ccccc23)cc(Cl)c1OCC,2,15,-19,96,5,-16,8,-3,15*,10
COC(=O)C1=C(c2cc3ccccc3o2)C[C@@H]2CC[C@H]1N2C(=O)NCCCOC(C)C,10,9,-9,99,7,5,55,-3,1.2,5
COc1ccccc1C1C([N+](=O)[O-])=C(N)Oc2c1c(=O)oc1ccccc21 (configuration not stated),16,1,-16,96,-10,-2,4,3,-0.7,9
Cc1nn(CC(C)C)c(Cl)c1C(=O)NC1CCCCC1,-5,7,-4,96,2,-5,0,2,-1.7,4
CN1CCN(c2nccc3c2ncn3C)CC1,6,2,-5,140,1,3,-2,2,-2.2,-5
C[N+]1(C)C2CCC1CC(OC(=O)C(CO)c1ccccc1)C2 (configuration not stated),3,-1,-4,99,24,11,0,1,-0.8,1
COc1ccccc1C=C1C(=O)NC(=S)NC1=O,4,-7,-5,99,3,0,11,-1,-1.3,1
Cc1cc(Oc2ccc(C(F)(F)F)cc2[N+](=O)[O-])c2c3c(c(=O)oc2c1)CCCC3,-7,-1,-5,93,6,-12,0,-6,0.5,10
Cc1ccc(S(=O)(=O)N2CCCCC2)cc1NC(=O)CN1CC=C(c2ccccc2)CC1,6,5,-8,94,4,-4,-2,-4,-1.8,4
O=C1CC(=O)N(Cc2ccccc2)C(=O)N1,22,-14,-5,102,6,2,-4,0,-1.0,2
CC(=O)Nc1ccc(C(=O)C(Cc2ccccc2)N(C)C)cc1 (configuration not stated),-5,-6,-21,98,3,-2,-5,-2,-0.8,3
Cc1nc2ccc(Cl)cc2c(=O)n1-c1cccc(Cl)c1,-5,-7,-20,104,-6,0,-4,0,1.5,3
Nc1ccccc1C(=O)OCCc1ccccc1,/,-2,/,101,8,-6,-5,-14,4.2,-1
CCCCn1c(=O)c(C(=O)NC(C)c2ccccc2)c(O)c2ccccc21 (configuration not stated),-8,-3,-6,91,-4,44,27,-3,-1.4,9
CN1CCCC(C(=O)c2ccc(Cl)cc2)C1 (configuration not stated),3,5,-7,99,24,16,3,-2,1.5,-1
Cc1ccsc1C(=O)C1CCCN(Cc2cnc(N3CCOCC3)s2)C1 (configuration not stated),16,3,-2,91,1,4,-1,-2,0.1,1
CCOc1ccc(C2SCC(=O)Nc3c2c(C)nn3C2CCOC(C)(C)C2)cc1 (configuration not stated),-6,-3,-6,91,8,3,-2,0,-1.6,-1
CCC(=O)c1ccc(OCC(=O)N2CCN(CC(=O)Nc3ccc(C)cc3)CC2)cc1,5,-3,-3,87,3,-4,-3,1,0.2,8
CC(=NCc1cccnc1)c1c(O)n(-c2ccccc2C)c(=O)[nH]c1=O,-5,-6,-9,100,2,4,-6,3,-2.2,-2
CCOP(=S)(OCC)Oc1ccc2c(C)c(Cl)c(=O)oc2c1,-9,-6,-15,95,13,-10,-2,0,2.8,6
CCOC(=O)[C@]12Cc3cc(OC)c(OC)cc3[C@H]1N(Cc1ccccc1)C(=O)c1ccccc12,8,-8,-5,99,3,2,-14,0,-2.7,-4
CN1CC(C(=O)c2ccc(Cl)cc2)C(c2ccc(N(C)C)cc2)C1 (configuration not stated),2,8,-5,101,4,-5,2,-7,-3.1,-13
O=C(c1cn(Cc2ccccc2)c2ccccc12)C1CC1,6,-4,-1,95,0,-8,-2,-2,-1.1,-9
CN1CCN(c2nc(N)c(Br)c(Cl)n2)CC1,5,0,-21,136,20,-1,-2,3,1.1,-3
COc1cc(/C=C2\C(=O)NC(=O)N(c3ccccc3)C2=O)c([N+](=O)[O-])cc1OC,-5,10,-14,94,-2,4,2,1,-2.3,3
Oc1cc2c(cc1CN1CCN(c3ccccc3F)CC1)OCO2,-6,6,-2,97,4,0,21,-2,-2.6,-6
CN(C)c1ccc(/C=C2\CC3C4CC=C5CC(O)CCC5(C)C4CCC3(C)C2=O)cc1 (configuration not stated),12,-8,-6,132,1,6,4,1,-1.0,2
CC(Cc1ccsc1)NCc1cn[nH]c1-c1ccc(F)cc1F (configuration not stated),-2,0,-4,108,1,20,0,-3,2.2,-1
COc1ccc(NC(=O)CN(C)C(=O)CSC(c2ccccc2)c2ccccc2)cc1,-6,4,-5,100,13,-5,0,-2,1.9,-7
CCOc1cc(-c2nc3c(C)cccn3c2NCC2CCCO2)ccc1O (configuration not stated),-6,5,-3,100,-2,12,5,4,-2.2,-2
O=[N+]([O-])c1ccc(N2CCNCC2)c(Cl)c1,-2,-4,-4,84,-5,-8,-1,0,-2.2,-3
Cc1ccc2c(c1)C1CN(C)CCC1N2C(=O)Nc1cccc(Cl)c1 (configuration not stated),8,-1,-5,99,12,19,2,-4,4.4,-12
Cc1cccc(C)c1-n1nnnc1C(c1ccccc1)N1CCC2(CC1)C(=O)NCN2c1ccccc1 (configuration not stated),/,-3,-7,95,/,-7,12,-2,/,-1
NC(=O)C1CCN(/C=C2\C(=O)NC(=O)N(Cc3ccco3)C2=O)CC1,1,3,-6,99,25,4,-6,0,-0.2,-1
CN1CCCN(C(=O)COc2ccccc2Br)CC1,-4,1,-6,95,0,-2,-1,-1,-1.0,-3
CNC(=O)O/N=C(\C)Cc1nnn(-c2cc(C)on2)n1,14,1,-16,98,9,4,-8,4,-1.9,-1

The final 2 records of the part above are carried over, then new ones follow.
smiles,PDI inh,ABHD5-PLIN5 inh,CaV13 FRET inh,ABCB6 inh MLPCN,MC4R antag cAMP,H9c2 protect,Exocytosis inh,Glyco luc inh,MC4R ag barr,m5-HT2A agonist
CN1CCCN(C(=O)COc2ccccc2Br)CC1,-4,1,-6,95,0,-2,-1,-1,-1.0,-3
CNC(=O)O/N=C(\C)Cc1nnn(-c2cc(C)on2)n1,14,1,-16,98,9,4,-8,4,-1.9,-1
CCc1cc(=O)oc2cc(C)cc(OCC(=O)N3CCC(C(=O)O)(c4ccccc4)CC3)c12,/,-7,/,104,5,0,-5,7,0.2,1
CN1CC(C(=O)c2ccc(Cl)cc2)C(c2ccccc2)C1 (configuration not stated),1,4,-6,98,6,-2,-2,-4,-1.8,-10
C#CC[N+]1(C)C2CCC1CC(O)C2 (configuration not stated),-2,-9,1,92,10,10,-5,0,-1.9,4
CC1CCC(C(C)C)C(OP(N)(=O)c2ccccc2)C1 (configuration not stated),9,-8,-5,100,9,6,-5,1,1.1,0
C=CCn1c(O)c(C(C)=NCc2ccc3c(c2)OCO3)c(=O)[nH]c1=O,0,-5,-5,98,-1,14,-16,4,0.2,-3
CO[C@H]1CC=C2CCN3CCC4=C(CC(=O)OC4)[C@]23C1,-6,-5,-5,101,7,5,4,2,-1.5,-1
CCOc1ccc2nc(N=Nc3c(O)[nH]c(=O)[nH]c3=O)sc2c1,-10,8,-9,96,-6,0,-2,0,-1.7,-6
c1ccc2[nH]c(CCNC3CCCCC3)nc2c1,-5,-3,-3,102,0,3,-1,-5,-0.3,5
N#CC1c2ccccc2C=CN1C(=O)c1ccc(N(CCCl)CCCl)cc1 (configuration not stated),-7,9,-6,94,1,-3,-14,-5,0.4,24*
Cc1oc(-c2ccc(Cl)cc2)nc1CS(=O)CC(=O)N1CCC2(CC1)OCCO2 (configuration not stated),0,1,-5,89,1,2,0,3,-0.3,2
Cc1cccc(C)c1-n1nnnc1C(c1cccs1)N1CCC(n2c(=O)[nH]c3ccccc32)CC1 (configuration not stated),/,1,-4,94,/,-3,-4,-5,/,4
O=C(Nc1ccc(Cl)cc1)N1CC1,-2,5,-3,110,-1,-8,1,1,-0.4,-1
O=C1NC2NC(=O)N([N+](=O)[O-])C2N1 (configuration not stated),8,4,-20,95,0,3,-5,2,-1.5,-1
CC1CCN(CC(=O)c2ccc3c(c2)OCCO3)CC1,-1,2,-3,94,5,14,-1,-6,-0.7,2
N=C1c2ccccc2CN1NC(=O)c1ccc(Br)o1,0,1,-3,98,3,-7,-9,1,-0.8,4
CSc1ccccc1C(=O)C1CCCN(Cc2ccccn2)C1 (configuration not stated),-2,-1,2,93,-1,2,-2,-1,-2.8,-3
O=C1NC(=O)N(Cc2ccccc2)C(=O)/C1=C/N1CCCc2ccccc21,5,-14,-5,109,9,2,3,1,0.2,-7
O=c1[nH]c2ccccc2n1C1CCN(C(c2cccs2)c2nnnn2Cc2ccccc2)CC1 (configuration not stated),/,4,-5,98,/,26,1,-6,/,3
COC(=O)C1=C(c2ccc(F)cc2OCc2ccccc2)C[C@@H]2CC[C@H]1N2C(=O)NCc1ccccc1,-4,-6,-10,96,6,-4,1,-3,0.2,3
O=C1C2CCN(CC2)C12CC2c1ccc(C(F)(F)F)cc1 (configuration not stated),0,6,-6,97,7,0,-1,1,-0.2,-1
CN1CCN(c2nc(N)cc(=O)[nH]2)CC1,8,-12,-18,94,4,-3,-2,1,-2.6,9
COc1ccccc1Oc1c(C)oc2cc(OC(=O)N(C)C)ccc2c1=O,-5,4,-4,95,2,1,-9,2,-2.2,0
CN(C)C1(c2nnnn2-c2ccc(Cl)cc2)CCCCC1,5,-6,-5,96,1,-1,-3,-3,-0.8,0
O=C(NC1CCCCC1)N1Cc2ccccc2-n2nncc2C1,7,2,-6,96,9,0,-2,0,-1.9,4
COC(=O)C1=C(c2ccc(OC)c(OC)c2)C[C@@H]2CC[C@H]1N2C(=O)NCCOc1ccc(OC)cc1,-3,14,-5,102,16,-2,17,-2,0.6,2
NP(=O)(OCCCc1ccccc1)c1ccccc1 (configuration not stated),-3,-3,-6,100,9,7,-2,-3,-0.7,-1
COC(=O)C1=C(c2cccc(OC)c2OC)C[C@@H]2CC[C@H]1N2C(=O)NC1CC1,4,-1,-9,103,1,1,-4,2,-2.6,-2
